LYP inhibition: LYP phosphatase inhibitors, primary screen, biochemical, DiFMUP fluorescence, recombinant catalytic domain, 10 µM (AID 606) | 52,000 tested, under 10 active | one-dose inhibition, % at 10 µM; IC50 in µM for titrated hits | Tyrosine-protein phosphatase non-receptor type 22 (Homo sapiens) | recombinant LYP catalytic domain, DiFMUP fluorescence; higher % means a stronger effect;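 active = IC50 under 40 µM in the dose-response test; inactive = IC50 of 40 µM or more, or never dose-tested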
HT1080 cytotoxicity: cytotoxicity in HT1080 fibrosarcoma cells, cell-based, fluorescence readout (AID 620). cytotoxicity, % at 10 µM; hits with a dose series show EC50 in µM. HT1080 viability, fluorescence; higher % means a stronger effect. 87,000 tested, 0.42% active;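 also: cells exposed to compound overnight then 4 h with Alamar Blue; 0% = vehicle DMSO and 100% = killing control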
Bfl-1 inhibitors: Bfl-1 inhibitors, primary screen, biochemical, fluorescence polarization, FITC-Bid, mouse (AID 432). 64,000 tested, 0.02% active. Bcl-2-related protein A1 (Mus musculus). displacement, % at 20 µM; hits with a dose series show IC50 in µM. FITC-Bid BH3 peptide fluorescence polarization displacement; higher % means a stronger effect; in the data active = a potency from the dose series; inactive = the rest, 99 in 100 with displacement below about 15%; also: strong numbers were not always called active
DPM-DC inhibit: S. pneumoniae DPM-DC inhibitors, primary screen, biochemical, PK/LDH-coupled NADH fluorescence; 65,000 tested, 0.49% active; calls only at 10 µM; purified DPM-DC; AID 556, 2006;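 active = the 320 compounds with the highest percent inhibition in the single-dose primary screen, excluding strongly autofluorescent ones, cut at about 32% in these data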;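 also: kinetic rate of NADH fluorescence loss reporting ADP formed by the decarboxylase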
MK inhibit: S. pneumoniae MK inhibitors, primary screen, biochemical, PK/LDH-coupled NADH absorbance; purified MK, PK/LDH-coupled NADH absorbance 340 nm; mevalonate kinase [Streptococcus pneumoniae D39]; inhibition, % at 10 µM; 65,000 tested, 0.48% active;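 active = ranked among the strongest by inhibition in the single 10 µM screen, a fixed top-ranked set picked for dose follow-up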; also: no value below 0 was filed
HPDE-C7 cytotoxicity: cytotoxicity in HPDE-C7 cells, cell-based, fluorescence, HTS (AID 430); HPDE-C7 pancreatic duct cells viability, fluorescence; higher % means a stronger effect; one-dose cytotoxicity, % at 10 µM; EC50 in µM for titrated hits; 63,000 tested, 1.8% active;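 also: cells exposed to compound for 48 hours before viability readout; 0% = vehicle and 100% = reference cytotoxic drug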
Spn PMK inh: S. pneumoniae PMK inhibitors, primary screen, biochemical, mevalonate pathway, pilot trial included | inhibition, % at 10 µM | 65,000 tested, 0.49% active | purified PMK, PK/LDH-coupled NADH absorbance 340 nm | AID 539, 2006 | phosphomevalonate kinase (Streptococcus pneumoniae D39);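 active = top-ranked compounds by inhibition in the single 10 µM screen, taking a fixed number of the strongest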;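 also: 0% = full reaction with DMSO carrier and 100% = background rate without enzyme reaction; no value below 0 was filed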
TNAP inhibition: human TNAP enzyme inhibitors, biochemical, luminescent (AID 518); inhibition, % at 20 µM; hits with a dose series show IC50 in µM; Alkaline phosphatase, tissue-nonspecific isozyme (Homo sapiens); purified TNAP enzyme, luminescent substrate readout; higher % means a stronger effect; 64,000 tested, 0.09% active; in the data active = a potency from the dose series; inactive = the rest, 99 in 100 with inhibition below about 22%;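 also: plate controls were vehicle for no effect and reference inhibitor for full effect; many of its hits are not listed in these tables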
KRASV12 cytotoxicity: cytotoxicity in KRAS-transformed pancreatic duct cells, primary screen, cell-based, fluorescence, HTS (AID 431). 63,000 tested, 1.7% active. HPDE-C7K KRASV12 cells, Alamar Blue viability, 48 h; higher % means a stronger effect. cytotoxicity, % at 10 µM, or EC50 in µM where a hit was titrated;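 active = compounds whose percent cytotoxicity in the single-dose primary screen, scaled between solvent and toxic-drug controls, exceeds 50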;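 also: 0% = DMSO solvent wells and 100% = doxorubicin-treated wells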
Spn PMK inh pilot replicates: further read-out of Spn PMK inh, marked with its call; inhibition, %; measured here: pilot screen replicates
MK inhibit pilot replicates: second read-out of MK inhibit, no call of its own (marks repeat the call); inhibition, %; measured here: pilot screen replicates
DPM-DC inhibit pilot screen %: second read-out of DPM-DC inhibit, no call of its own (marks repeat the call); inhibition, %; measured here: pilot screen trials
An asterisk follows results filed as active; i = inactive; nt = not tested or not shown. Rule as the data show it, unless noted: active = cytotoxicity above about 50%; inactive = the rest.

SMILES	LYP inhibition	HT1080 cytotoxicity	Bfl-1 inhibitors	DPM-DC inhibit	MK inhibit	HPDE-C7 cytotoxicity	Spn PMK inh	TNAP inhibition	KRASV12 cytotoxicity	others
COC(=O)c1ccc2c(=O)n(CCCN3CCCC3=O)c(=S)[nH]c2c1	-3%	9%	-2%	i	5	-5%	1	10%	1%
COCCNC(=O)CSc1nc(-c2ccc(OC)c(OC)c2)cc(C(F)(F)F)n1	1%	14%	3%	i	10	-16%	14	7%	-9%	Spn PMK inh pilot replicates=2.0;MK inhibit pilot replicates=0.0;DPM-DC inhibit pilot screen %=16
COc1ccc(N2C(=O)CCC(C(C)=O)=C2C)cc1	18%	-2%	5%	i	0	-9%	0	8%	-24%
CC(=O)N=c1sc(C(C)(C)C)c(C)n1C	nt	3%	-2%	i	1	5%	23	2%	-11%
N#Cc1ccc(-c2csc(NC(=O)C3CC3)n2)cc1	-7%	6%	-2%	i	0	7%	1	18%	-2%	Spn PMK inh pilot replicates=1.0;MK inhibit pilot replicates=7.5;DPM-DC inhibit pilot screen %=0.5
CCOC(=O)c1ccc2nc(NC(=O)c3cccs3)sc2c1	nt	-2%	-2%	i	8	-5%	0	-1%	8%
O=S(=O)(NC1CC2CCC1C2)c1ccc(Br)s1 (stereo unspecified)	1%	3%	-7%	i	10	-4%	10	10%	-13%
Cn1c(=O)c2cc(S(=O)(=O)NC(C(=O)NCc3cccnc3)c3ccccc3)ccc2n(C)c1=O (stereo unspecified)	-5%	1%	4%	i	3	0%	4	0%	-3%
CCN1CCN(C(=O)C2CC(c3ccc(F)cc3)=NO2)CC1 (stereo unspecified)	nt	-1%	-9%	i	5	-2%	8	15%	4%	Spn PMK inh pilot replicates=2.0;MK inhibit pilot replicates=0.0;DPM-DC inhibit pilot screen %=3.5
O=C(c1cccc2ccccc12)N1CCN(CC2CC=CCC2)CC1 (stereo unspecified)	0%	-27%	-1%	i	33	-22%	13	1%	-20%
CC(=O)Nc1ccc(S(=O)(=O)N2CCC(NC(=O)C(Cc3cccn3C)NC(C)=O)CC2)cc1 (stereo unspecified)	-6%	35%	4%	i	7	-4%	5	1%	-8%
Cc1cc(NC(=O)CCC2CCCC2)no1	12%	0%	-2%	i	4	-2%	7	8%	-17%
O=C(O)COc1ccc(Cl)cc1CO	2%	-6%	-8%	i	7	-4%	0	11%	2%
CCC(=O)Nc1cccc(NC(=O)CSc2nnc(C(C)C)n2CC)c1	nt	-1%	-2%	i	2	-15%	5	10%	-11%
O=C(c1cc2ccccn2n1)N1CCCC1	13%	-4%	3%	i	0	1%	12	7%	8%
CCn1nnnc1SCC(=O)Nc1ccc(OCc2ccccc2)cc1	10%	3%	-6%	i	9	-6%	10	6%	-5%
Oc1ccccc1C1=Nc2nc3ccccc3n2C(c2ccccc2)C1 (stereo unspecified)	-6%	4%	-6%	i	9	-5%	5	8%	4%	Spn PMK inh pilot replicates=3.5;MK inhibit pilot replicates=0.0;DPM-DC inhibit pilot screen %=2.5
Cc1noc(/C=C/N(C)C)c1S(=O)(=O)N1CCCC(C(=O)NCCC2=CCCCC2)C1 (stereo unspecified)	3%	5%	-3%	i	7	-12%	10	13%	-12%	Spn PMK inh pilot replicates=0.0;MK inhibit pilot replicates=0.0;DPM-DC inhibit pilot screen %=0.5
O=C(O)CCCC(=O)Nc1cccc(C(F)(F)F)c1	9%	7%	-15%	i	8	-21%	8	1%	-5%
Cc1cc(NC(CC(C)C)C(=O)O)nc(Cc2ccccc2)n1 (stereo unspecified)	3%	-5%	-6%	i	nt	10%	4	11%	-11%
CCOC(=O)CSc1nc2ccccc2n1C(=O)OCC	1%	10%	-5%	i	0	-15%	14	3%	-4%
COC(=O)c1ccccc1NC(=O)C1CCCCC1C(=O)O (stereo unspecified)	-1%	-5%	6%	i	0	-8%	18	12%	-3%	Spn PMK inh pilot replicates=1.0;MK inhibit pilot replicates=0.0;DPM-DC inhibit pilot screen %=3.0
COc1ccc(C2C(C(C)=O)=C(C)Nc3ncnn32)cc1OC (stereo unspecified)	5%	0%	1%	i	7	-17%	10	9%	-19%
COc1ccccc1OCc1nc2ccccc2[nH]1	7%	10%	2%	i	13	-8%	6	16%	3%	Spn PMK inh pilot replicates=0.0;MK inhibit pilot replicates=0.0;DPM-DC inhibit pilot screen %=1.5
CCOC(=O)CC1C(=O)NCCN1Cc1cccc(OC)c1 (stereo unspecified)	-6%	-8%	-16%	i	2	-4%	17	17%	0%
COc1ccc(NC(C)=O)cc1NC(=O)CN1CCN(C2c3ccccc3-c3ccccc32)CC1	-2%	6%	-3%	i	0	24%	2	-4%	21%
O=C(Nc1ccccn1)N1CCOCC1	0%	-3%	3%	i	4	0%	8	18%	-6%	Spn PMK inh pilot replicates=5.5;MK inhibit pilot replicates=2.0;DPM-DC inhibit pilot screen %=2.5
N#Cc1ccc(CSc2nnc(NC(=O)CN3C(=O)C4CC=CCC4C3=O)s2)cc1 (stereo unspecified)	9%	8%	0%	i	0	-8%	9	5%	-9%
O=C1CN(c2ccccc2Cl)C(=O)CN1c1ccccc1Cl	12%	5%	-2%	i	10	-9%	6	4%	-3%
CCCC(c1nnnn1CS(=O)(=O)c1ccc(C)cc1)N1CCN(c2ccc(F)cc2)CC1 (stereo unspecified)	2%	-4%	-1%	i	11	-3%	10	6%	-6%
COc1ccc(-c2nc(CSCC(=O)N3CCC(C(N)=O)CC3)c(C)o2)cc1OC	12%	-4%	-2%	i	10	-10%	6	3%	0%
O=C(NCc1ccco1)c1cc2c(s1)CCCCC2	2%	0%	-4%	i	9	0%	4	8%	-4%
COc1ccccc1-n1cnnc1SCC(=O)Nc1cc(C(C)(C)C)nn1-c1ccccc1	nt	-11%	-2%	i	0	5%	9	13%	3%
O=c1c2ccccc2nc2n1CCS2	-13%	5%	0%	i	9	-6%	8	5%	-8%
O=C(O)CCc1ccc(-c2ccccc2)n1Cc1ccco1	nt	2%	3%	i	4	-17%	11	-4%	-11%
O=C(NCC1CCS(=O)(=O)C1)Oc1ccccc1 (stereo unspecified)	-4%	-5%	-4%	i	13	1%	6	4%	-4%
CCN(CC)CCNC(=O)C1c2ccccc2C(=O)N(C)C1c1cn(C)c2ccccc12 (stereo unspecified)	4%	nt	0%	i	5	-10%	13	-5%	-14%
COc1ccccc1-c1ccc(=O)n(CC(=O)NCc2ccc3c(c2)OCO3)n1	3%	-10%	4%	i	13	-7%	17	13%	-5%
Cc1nn(-c2ccccc2)c2[nH]c(=O)c(CNc3ccc4c(c3)OCCO4)cc12	nt	-7%	3%	i	0	-6%	7	15%	2%
CC(Oc1ccc(Cl)cc1Cl)C(=O)NCCN1CCOCC1 (stereo unspecified)	10%	-3%	0%	i	0	-1%	4	7%	-2%
CC(C)Oc1ccc(C(CC(=O)O)NC(=O)C2CCCCC2)cc1 (stereo unspecified)	nt	6%	-5%	i	0	2%	5	7%	2%
CC(=O)N1CCc2ccc(C(=O)CN3CCN(c4cccc(C)c4C)CC3)cc21	1%	-8%	-5%	i	1	-34%	14	-2%	-16%
Cc1ccc2[nH]c(=O)c(CN(CCCO)S(=O)(=O)c3c(C)ccc4nsnc34)cc2c1	4%	32%	6%	i	11	0%	6	8%	1%	Spn PMK inh pilot replicates=1.0;MK inhibit pilot replicates=5.5;DPM-DC inhibit pilot screen %=3.5
Cn1c(SCC(=O)Nc2sc3c(c2C#N)CCC3)nnc1C1COc2ccccc2O1 (stereo unspecified)	nt	11%	1%	i	2	nt	14	8%	nt
O=S(=O)(NC1=NCCC1)c1cccs1	11%	-1%	-4%	i	0	10%	12	0%	12%	Spn PMK inh pilot replicates=3.0;MK inhibit pilot replicates=0.5;DPM-DC inhibit pilot screen %=2.0
Cc1ccc(NC(=O)CSc2nnc(CSc3nc(C)cc(C)n3)n2Cc2ccco2)c(C)c1	-3%	-5%	-11%	i	0	-7%	7	0%	5%	Spn PMK inh pilot replicates=1.5;MK inhibit pilot replicates=0.0;DPM-DC inhibit pilot screen %=1.5
CN1C(=O)C(O)(CC(=O)c2ccccn2)c2cc(Br)ccc21 (stereo unspecified)	5%	-57%	-8%	i	10	-16%	13	8%	-22%
Cc1cccc(N(C)C(=S)Oc2ccc3ccccc3c2)c1	0%	-13%	-5%	i	11	-2%	1	12%	17%	Spn PMK inh pilot replicates=7.5;MK inhibit pilot replicates=0.0;DPM-DC inhibit pilot screen %=0.0
CC(=O)c1ccc(C(C)(C)c2ccc(C(C)=O)s2)s1	4%	-2%	1%	i	4	-10%	0	19%	-18%
CN1CCN(c2ccccc2NC(=O)c2cccc(OCc3ccccc3)c2)CC1	1%	20%	-2%	i	9	16%	0	12%	48%
CCN(CC)S(=O)(=O)c1cc(Br)ccc1OC	4%	8%	-8%	i	9	-11%	0	12%	-2%
Cn1c(CCN2CCN(c3ccccc3)CC2)nc2cc(NC(=O)c3ccco3)ccc21	nt	-7%	-1%	i	7	-4%	0	10%	49%
COc1ccc(CN2CCC(CNC(=O)NC3CCCCC3)CC2)cc1	4%	2%	-10%	i	0	-11%	17	6%	-16%
N=c1n(CCN2CCOCC2)c2ccccc2n1CC(O)COc1ccccc1 (stereo unspecified)	1%	0%	0%	i	0	2%	15	6%	-10%
CCN1C(=O)/C(=C\N2CCCc3ccccc32)SC1=S	12%	52%*	-12%	i	8	-42%	11	13%	-43%
C=CC(C)n1c(Br)nc2c1c(=O)[nH]c(=O)n2C (stereo unspecified)	8%	3%	-5%	i	5	-9%	0	11%	7%
Cc1ccc(CCNC(=O)C2CCCN(c3nc4ccccc4o3)C2)cc1 (stereo unspecified)	nt	-1%	-1%	i	5	-18%	15	5%	-10%
COc1ccc(-c2nnc3sc(CN4C(=O)c5ccccc5C4=O)nn23)cc1	-25%	2%	-4%	i	13	9%	12	5%	4%
COc1ccc(CCN(CC(=O)NC2CCCC2)C(=O)CCC(=O)Nc2cc(C)on2)cc1OC	nt	-1%	-8%	i	6	7%	13	9%	3%
COCCN(C(=O)Nc1ccccc1)C(C)c1cccnc1 (stereo unspecified)	8%	-3%	2%	i	4	2%	0	6%	-6%
CCc1nc(C)cn1S(=O)(=O)c1cc(Br)c(C)cc1OC	9%	5%	2%	i	1	-5%	1	-2%	4%

High-throughput results (PubChem BioAssay)
